Assay outcomes (PubChem BioAssay)
All columns: NCI-60 one-dose screen, growth in % after 48 h at 10 µM unless noted; 100 = growth as untreated, 0 = no growth, -100 = all killed.
MDA-MB-231: MDA-MB-231 breast cancer. hit rate 5% among 81,000. AID 1794789
K-562: K-562 leukemia; AID 1794777; hit rate 7.4% among 78,000
MCF7: MCF7 breast cancer | hit rate 6.3% among 82,000
BT-549: BT-549 breast cancer; hit rate 4.4% among 78,000; AID 1794793
T-47D: T-47D breast cancer; AID 1794792; hit rate 5% among 79,000
MDA-MB-468: MDA-MB-468 breast cancer; hit rate 8.5% among 78,000
HS 578T: HS 578T breast cancer; hit rate 4.1% among 78,000; AID 1794788
SR: SR leukemia cells | hit rate 8.7% among 73,000 | AID 1794780
Starred values were filed as active, the others as inactive; x = no result given; & = joins results of further samples. Rule for the calls: active = growth percent below 10; inactive = the rest.

The line under a structure holds: MDA-MB-231	K-562	MCF7	BT-549	T-47D	MDA-MB-468	HS 578T	SR
- C#C[C@@]1(O)[C@@H](CO)O[C@@H](n2ccc3c(N)ncnc32)[C@@H]1O
 : -15*	4.8*	3.6*	-8.1*	-34*	-45*	52	12
- CCn1cc(C2=C(c3cn(CC)c4ccc(Br)cc34)C(=O)N(O)C2=O)c2cc(Br)ccc21
 : 109	x	89	114	93	107	103	81
- COC1=CC(c2ccc[nH]2)=N/C1=C\c1[nH]c(C)c(C(=O)CCC(=O)NCCCOCCOCCOCCCNC(=O)CC[C@H](NC(=O)c2ccc(NCc3cnc4nc(N)[nH]c(=O)c4n3)cc2)C(=O)O)c1C
 : 101	110	93	94	97	101	107	109
- CNC(=O)c1cc(Oc2ccc3nc(NC(=O)Nc4ccc(F)cc4F)sc3c2)ccn1
 : 48	72	67	100	56	51	44	80
- c1ccc(-n2cccn2)cc1
 : 114	101	104	98	106	116	119	x
- O=C1Nc2ccc(F)cc2/C1=C/c1cc(-c2ccc3c(c2)OCO3)n[nH]1
 : 110	89	88	90	93	112	102	67
- c1cc(CSc2ncnc3nc[nH]c23)ccn1
 : 108	97	87	110	102	97	98	98
- O=[N+]([O-])c1ccc(CSc2ncc(Br)c(SCc3ccc([N+](=O)[O-])cc3)n2)cc1
 : 68	71	78	87	x	46	86	80
- CCC(C#N)(C(N)=O)c1ccccc1 (configuration not stated)
 : 105	104	103	110	102	103	105	100
- COc1ccc(-n2c(CO)ccc2CNc2ccccc2OC)cc1
 : 83	x	57	50	55	70	82	x
- COC(CC(=O)O)CC(C)CC(C)(C)C (configuration not stated)
 : 112	97	107	116	x	114	103	103
- CCOC(=O)N1C[C@@H](C)N(C(=S)Nc2ccccc2)C[C@@H]1C
 : 99	94	97	103	93	99	107	94
- C=CCn1c(SCC(=O)Nc2ccc(C(=O)/C=C/c3ccc(Cl)cc3)cc2)nnc1-c1cc(OC)c(OC)c(OC)c1
 : 80	84	41	94	79	79	88	73
- Nc1nc2nonc2nc1Nc1ccccc1F
 : 107	97	96	x	x	96	105	92
- Clc1ccc(Sc2nc(Cl)nc(NC3CCCC3)n2)cc1
 : 102	90	98	107	100	100	104	95
- O=C1C=CC2(O)OC/C(=C\c3ccccc3)C(O)=C2C1=O (configuration not stated)
 : -22*	5.0*	23	-1.7*	-20*	10	39	6.5*
- O=C(Nc1ccccc1O)c1ccc(-n2nc(-c3ccccc3)c3ccccc32)cc1
 : 94	79	75	115	79	85	100	92
- Cc1ccc(Oc2ccc([N+](=O)[O-])cc2)cc1
 : 103	91	93	x	106	103	105	82
- Cc1cc(-c2cc(C)on2)no1
 : 106	95	97	105	101	110	102	94
- COc1ccc(-c2cc(/C=C3\C(=O)Nc4ccccc43)[nH]n2)cc1OC
 : 110	128	92	93	88	113	127	86

The list goes on (6 carried over from the part before).
The line under a structure holds: MDA-MB-231	K-562	MCF7	BT-549	T-47D	MDA-MB-468	HS 578T	SR
- Clc1ccc(Sc2nc(Cl)nc(NC3CCCC3)n2)cc1
 : 102	90	98	107	100	100	104	95
- O=C1C=CC2(O)OC/C(=C\c3ccccc3)C(O)=C2C1=O (configuration not stated)
 : -22*	5.0*	23	-1.7*	-20*	10	39	6.5*
- O=C(Nc1ccccc1O)c1ccc(-n2nc(-c3ccccc3)c3ccccc32)cc1
 : 94	79	75	115	79	85	100	92
- Cc1ccc(Oc2ccc([N+](=O)[O-])cc2)cc1
 : 103	91	93	x	106	103	105	82
- Cc1cc(-c2cc(C)on2)no1
 : 106	95	97	105	101	110	102	94
- COc1ccc(-c2cc(/C=C3\C(=O)Nc4ccccc43)[nH]n2)cc1OC
 : 110	128	92	93	88	113	127	86
- C=C1CCC(=O)C(=C(C)C)c2c(C)cc3c(c21)C(=O)[C@H](C)C3
 : 106	91	92	105	100	103	119	88
- CCOC(=O)C1(C(=O)OCC)COC(=O)C2(CC)OC21 (configuration not stated)
 : 105	110	97	105	107	97	98	89
- Cc1ccc(-c2nc(C#N)c(N(C)C)o2)cc1
 : 76	89	91	89	86	112	76	82
- CC(C)(C)OC(=O)NCCn1cc(-c2nc(-c3c[nH]c4ncccc34)cs2)c2ccccc21
 : 76	90	78	96	30	62	94	69
- CCOC(=O)c1c(Nc2ccccc2)nn2c(-c3ccccc3)c(C#N)cnc12
 : 92	109	94	115	88	110	104	104
- CN(C)S(=O)(=O)n1cnc([C@@H]2[C@H]3C(=O)OC[C@@H]3C[C@@]23N=CN(Cc2ccccc2)C3=O)c1
 : 108	98	91	116	102	101	x	x
- O=C(CCCCCNC(=O)C(=O)O)Nc1ccccc1
 : 107	103	97	101	114	105	103	92
- Clc1nn2c(Cn3cnc4c(NCc5ccccc5)ncnc43)nnc2c2ccccc12
 : 27	43	62	26	18	35	40	17
- Cc1cc([N+](=O)[O-])ccc1N=O
 : 99	97	99	104	107	103	101	100
- O=S(=O)(NCCCNc1nccc(-c2c(-c3cccc(F)c3)nc3sccn23)n1)c1ccc(C(F)(F)F)cc1
 : 96	70	82	100	56	102	84	109
- NC(Cc1cccc(F)c1)C(=O)O (configuration not stated)
 : 102	103	102	x	120	101	87	75
- CC(=O)NS(=O)(=O)c1ccc(OCCOc2ccc(S(=O)(=O)NC(C)=O)cc2)cc1
 : 107	98	97	100	84	101	105	95
- COc1ccc(C2C=C(c3cc(OC)c(OC)c(OC)c3)N=C3SC=C(C)N32)c(Br)c1 (configuration not stated)
 : 104	90	74	96	97	88	109	x
- CCc1c(C)[nH]c(=O)c(C(N)=O)c1C#N
 : 102	114	97	97	94	105	96	92
- CC(C)(C)NC(=O)[C@H]1CCC2C3CCC4NC(=O)C=C[C@]4(C)C3CC[C@@]21C (some centres not stated)
 : 113	108	106	108	97	92	104	121
- CC1(c2ccc(Cl)cc2)OC(=O)CC(=O)O1
 : 98	113	101	109	95	109	105	78
- CCCC[N+]1(C)CCN=C1Cc1ccccc1 (configuration not stated)
 : 109	85	100	123	101	82	98	94
- Cc1occc1C(=O)NN1C(=O)/C(=C/C=C/c2ccc([N+](=O)[O-])o2)SC1=S
 : -89*	11	-33*	-91*	-16*	-52*	19	5.8*
- O=S(=O)(Nc1ccc2[nH]ccc2c1)C(F)(F)F
 : 99	113	94	106	99	96	109	114
- COc1cc(C(=O)n2nc(-c3cc(OC)c(OC)c(OC)c3)nc2N)cc(OC)c1OC
 : 108	78	88	100	77	101	103	73
- NC(=O)C1CCCN(Cc2c[nH]c3ccccc23)C1 (configuration not stated)
 : 100	97	101	105	93	98	97	97
- CC(C)(C)NC(=O)Nc1ncccc1OCc1ccccc1Cl
 : 69	38	67	60	30	51	98	40
- Cc1ccc(C2C3CSCN3[C@@]3(C(=O)Nc4ccccc43)C2C(=O)c2nc3ccccc3[nH]2)cc1 (some centres not stated)
 : 79	82	70	96	69	64	79	102
- Nc1c(C(=O)c2ccccc2)sc2nc(-c3cnccn3)cc(-c3cccs3)c12
 : 93	99	91	116	99	111	99	105
- Cc1nc2cc(Nc3nc(Nc4ccc(F)cc4)nc(N4CCOCC4)n3)ccc2n1Cc1ccccc1
 : 84	58	64	85	70	42	77	18
- CC(=O)Nc1ccc(/C=N/NC(=O)C(=O)N/N=C/c2ccc(NC(C)=O)cc2)cc1
 : 106	121	106	104	107	105	x	106
- CC1(C)CC[C@]2(C#N)CC[C@]3(C)C(=CC[C@@H]4[C@@]5(C)CCC(=O)NC(C)(C)[C@@H]5CC[C@]43C)[C@@H]2C1
 : 100	83	83	102	91	89	112	49
- CCCCCCCCCC(=O)Oc1ccc(/C=C/c2cc(OC(=O)CCCCCCCCC)cc(OC(=O)CCCCCCCCC)c2)cc1
 : 100	113	98	105	103	94	102	121
- Cc1n(Cc2ccc3ccccc3c2)c2ccccc2[n+]1Cc1ccc2ccccc2c1
 : -84*	-63*	-71*	-80*	-3.2*	-61*	-0.5*	-35*
- O=C(Nc1ncc(Cc2ccc(Cl)cc2)s1)C1=NCCCCN1
 : 110	95	89	104	93	102	109	106
- COc1ccc(/C(=C2\O[C@@H]([C@H](O)CO)[C@H]3OC(C)(C)O[C@@H]23)c2cc(OC)c(OC)c(OC)c2)cc1O
 : 97	13	96	82	102	107	x	-13*
- Cc1cc(Nc2ccc(C)c(C)c2)nc(N)n1
 : 112	94	58	110	87	66	103	90
- COc1ccc(N2N=C(c3ccc4c(c3)OCCO4)CC2c2cccc(NC(=O)CCCNS(=O)(=O)c3ccc(Cl)cc3)c2)cc1 (configuration not stated)
 : 81	70	71	101	72	70	91	x
- C[n+]1cccc(C(=O)c2ccccc2)c1
 : 106	90	98	104	90	107	102	93
- CNC(=O)c1ccc2cc(OC)c(OC)cc2c1
 : 125	103	91	94	104	113	109	112
- COC(=O)/C=C1/Nc2ccc(Cl)cc2C(=O)NC1=O
 : 98&104	63&86	91&107	113&96	86&101	96&95	105&101	87&88
- O=C(NO)c1ccccc1
 : 98	115	94	109	93	89	138	119
- N#Cc1c(-c2ccco2)[nH]c(=S)[nH]c1=O
 : 102	108	92	79	86	x	75	80
- COc1ccc2nc(-c3ccc(OC)c(OC)c3)cc(-c3nnc(SC/C(=N/O)c4ccccc4)o3)c2c1
 : 87	87	83	85	47	90	96	54
- Cc1ccc(NC(=O)N/N=c2\cc(C)c3ccc(O)cc3o2)c(C)c1
 : 102	94	104	99	83	120	112	103

Profiles as entered above.
COC1=CC(c2ccc[nH]2)=N/C1=C\c1[nH]c(C)c(C(=O)CCC(=O)NCCCOCCOCCOCCCNC(=O)CC[C@H](NC(=O)c2ccc(NCc3cnc4nc(N)[nH]c(=O)c4n3)cc2)C(=O)O)c1C as listed: MDA-MB-231 = 101; K-562 = 110; MCF7 = 93; BT-549 = 94; T-47D = 97; MDA-MB-468 = 101; HS 578T = 107; SR = 109
NC(Cc1cccc(F)c1)C(=O)O (configuration not stated) as listed: MDA-MB-231 = 102; K-562 = 103; MCF7 = 102; BT-549 = x; T-47D = 120; MDA-MB-468 = 101; HS 578T = 87; SR = 75

New compounds follow
The line under a structure holds: MDA-MB-231	K-562	MCF7	BT-549	T-47D	MDA-MB-468	HS 578T	SR
- COc1ccc2nc(NC(=O)c3cccnc3Nc3ccc(Cl)cc3Cl)sc2c1
 : 80	69	59	x	49	87	102	69
- COc1ccc(-c2nn(C(=O)NCCN3CC(C)OC(C)C3)cc2-c2ccncc2)cc1Cl (configuration not stated)
 : 105	88	90	103	86	104	101	84
- CC(=O)OC1Oc2cc(C)c(C)cc2-c2oc(=O)c(Sc3ccc(C)cc3)cc21 (configuration not stated)
 : 118	102	113	120	103	x	78	x
- CCCCOc1ccc(/C=N/Nc2cc(C)nc3ccc(Cl)cc23)cc1
 : -49*	-22*	-71*	97	21	-66*	48	-21*
- c1ccc2c(-c3nccs3)c[nH]c2c1
 : 93	99	80	87	96	91	98	86
- CCSc1oc(-c2ccccc2)nc1[P+](c1ccccc1)(c1ccccc1)c1ccccc1
 : -13*	7.2*	5.0*	-11*	1.9*	-38*	18	1.2*
- O=C(O)/C=C\C(=O)Nc1cccc2ccccc12
 : 107&85	94&110	101&97	92&84	107&120	111&92	104&105	70&103
- O=C(CSc1nc2ccccc2[nH]1)NCCO
 : 101	103	94	103	98	x	107	118
- COc1ccc(-c2cn3ccnc3c(-c3ccc4ncn(C5CCCCC5)c4c3)n2)cc1
 : 29	8.0*	20	31	-8.6*	2.6*	20	8.3*
- CCCN1C[C@H](CSC)C[C@@H]2c3cccc4[nH]cc(c34)C[C@H]21
 : 57	102	x	89	101	101	104	x
- CCC(C(=O)OCC(=O)[C@@]1(O)CC[C@H]2[C@@H]3CCC4=CC(=O)CC[C@]4(C)[C@H]3[C@@H](O)C[C@@]21C)C(C)C (some centres not stated)
 : 89	66	84	85	15	58	99	65
- COc1cccc(-c2nc3sccn3c2-c2ccnc(NCCN3CCNS3(=O)=O)n2)c1
 : 77	x	94	113	82	87	98	54
- O=[N+]([O-])c1ccc(CO)c(I)c1
 : 104	111	92	109	108	104	104	x
- C=C(C)[C@H]1CC/C(C)=C/CC[C@]2(C)O[C@H]2CC/C(C=O)=C\C1O (some centres not stated)
 : 92	124	97	x	102	126	114	120
- Cc1ccc(NC(=O)[C@@H]2C[C@H]2CN2CCN(C)CC2)cc1Nc1nccc(-c2cccnc2)n1
 : 96	100	99	97	88	110	105	107
- C=C(C)[C@@H]1CC[C@]2(COC3CCCCO3)CC[C@]3(C)[C@H](CC[C@@H]4[C@@]5(C)CC[C@H](OC(=O)c6cccc(OC(C)=O)c6OC(C)=O)C(C)(C)[C@@H]5CC[C@]43C)[C@@H]12 (some centres not stated)
 : 101	96	98	109	89	105	97	88
- COc1ccc(C2=NNC(c3cn(-c4ccccc4)nc3-c3ccc([N+](=O)[O-])cc3)C2)cc1 (configuration not stated)
 : 67	84	82	103	81	92	64	78
- COCOc1cc2c(=O)c(C)c(C(=O)N[C@@H](Cc3ccccc3)C(O)C(=O)NCCc3ccc(OC)cc3)oc2cc1OC (some centres not stated)
 : 108	95	110	121	106	115	118	x
- OCC(Nc1ncnc2ccc(-c3cnc4cnccn34)cc12)c1ccccc1 (configuration not stated)
 : 83	60	61	76	28	-2.5*	84	74
- COc1cc2nc(N3CCCC3)nc(NCCc3c[nH]c4ccccc34)c2cc1OC
 : 98	97	89	95	104	88	104	99
- C=C1CCC2C(C)(CO)C(O)CCC2(C)C1CC(NCc1ccccc1)C1=CCOC1=O (configuration not stated)
 : 100	101	90	x	98	99	104	100
- Cc1nn(-c2ccccc2)nc1C(=O)Nc1ccc2[nH]ncc2c1
 : 117	73	102	94	149	101	109	59
- Cc1cccc(Oc2c(/C=N/NC(=O)Cn3c(=O)sc4ccccc43)c(C)nn2-c2ccccc2)c1
 : 84	36	51	x	30	48	82	56
- CCOC(=O)c1c(C)oc(=O)c(Br)c1C
 : 99	95	101	105	112	103	96	92
- Cc1cc(=O)n2nc(-c3cn(C)c4ccccc34)sc2n1
 : 96	x	73	109	87	65	104	x
- Cn1c2c(c3ccc(-c4ccn[nH]4)cc3c1=O)C(=O)c1ccccc1-2
 : 87	18	9.0*	51	32	46	86	1.3*
- CCCCN(CCCC)C(=O)C=C(C)C
 : 99	102	97	96	96	110	120	97
- O=C(NCc1ccco1)Nc1c(Cl)cc(Cl)cc1Cl
 : 101	106	93	96	89	88	109	x
